From PubChem BioAssay
IL2 activator: activates IL-2 in a cell-based reporter assay | IL-2 activation reporter assay, cell-based qHTS; stimulated with anti-CD3/CD4/CD28 beads; in transgenic mouse T cells | activation, % (series mostly up to about 46 µM) | 360,000 tested, 0.065% active | AID 652025; in the data active means activation above about 50%; inconclusive means mostly about 30% to 49%; further: 0% is about no effect
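First, unstimulated transgenic mouse T cells were exposed to compound for 60 min. Next, anti-CD3/anti-CD4-coated beads with anti-CD28 were added. Finally, after 18 h at 37 degrees C, EGFP and DsRed were imaged.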
GLP-1R agonist: activates the human GLP-1 receptor; Potency, µM (series often up to 45.6 µM), inactives show at the top dose activation, usual class: activators; HEK293 GLP-1R CRE-luciferase, luminescence, 4-6 h; cells express a hypersensitive GLP-1R form; 380,000 tested, 0.007% active; further: potency means the concentration at half of the fitted maximal effect; % of control where 0% means no effect
Target sequence (P43220 whole entry, looked up): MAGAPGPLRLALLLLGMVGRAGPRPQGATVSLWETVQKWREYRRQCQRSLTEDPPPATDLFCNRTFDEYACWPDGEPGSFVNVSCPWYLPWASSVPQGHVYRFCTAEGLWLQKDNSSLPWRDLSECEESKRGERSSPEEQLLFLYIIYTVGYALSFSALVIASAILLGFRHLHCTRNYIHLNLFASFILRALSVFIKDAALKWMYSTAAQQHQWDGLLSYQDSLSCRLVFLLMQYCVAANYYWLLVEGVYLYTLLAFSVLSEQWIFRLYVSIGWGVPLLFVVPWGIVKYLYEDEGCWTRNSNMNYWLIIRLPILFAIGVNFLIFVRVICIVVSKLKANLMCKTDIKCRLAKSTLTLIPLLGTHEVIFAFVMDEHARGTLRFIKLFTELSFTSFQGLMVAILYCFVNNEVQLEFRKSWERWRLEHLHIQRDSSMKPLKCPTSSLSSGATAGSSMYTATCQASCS
PLK1 PBD inh: PLK1 (human) polo-box domain binding inhibition; Potency, µM, for inactives: max response, negative = inhibition, actives largely listed as inhibitors; Plk1 PBD binding of FITC phosphopeptide, fluorescence polarization; 360,000 tested, 2.8% active; P53350; further: potency means the concentration at half of the fitted maximal effect; series mostly up to about 57 µM; on the % scale 0 is the no-effect control and ±100 the full control effect; nearly all actives have a fitted effect of over 65% in size
Target sequence (P53350 whole entry, looked up, the tested form may be a part): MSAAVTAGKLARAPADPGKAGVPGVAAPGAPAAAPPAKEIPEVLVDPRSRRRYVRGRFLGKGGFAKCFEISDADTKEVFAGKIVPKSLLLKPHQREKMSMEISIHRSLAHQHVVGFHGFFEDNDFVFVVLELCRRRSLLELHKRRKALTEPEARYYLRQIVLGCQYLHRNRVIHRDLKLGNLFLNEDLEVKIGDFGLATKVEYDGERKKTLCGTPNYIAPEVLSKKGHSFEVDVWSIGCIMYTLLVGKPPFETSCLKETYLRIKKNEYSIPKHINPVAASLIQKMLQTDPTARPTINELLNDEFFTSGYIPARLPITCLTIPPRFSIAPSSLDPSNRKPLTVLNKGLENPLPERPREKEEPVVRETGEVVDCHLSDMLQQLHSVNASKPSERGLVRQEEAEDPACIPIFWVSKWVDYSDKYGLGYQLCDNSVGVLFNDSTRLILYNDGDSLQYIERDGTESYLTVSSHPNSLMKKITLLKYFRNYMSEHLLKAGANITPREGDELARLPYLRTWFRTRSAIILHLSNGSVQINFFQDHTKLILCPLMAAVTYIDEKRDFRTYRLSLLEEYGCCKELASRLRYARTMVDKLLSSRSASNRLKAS
EPAC1 antag: EPAC1 (human) antagonism. O95398. EPAC1 GEF assay, Rap1b-BODIPY-GDP exchange fluorescence. Potency, µM (top dose mostly 115 µM), for inactives: at the top dose activity change, negative = inhibition, hits mostly inhibitors. 360,000 tested, 0.14% active. AID 720709;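 further: potency means the concentration at half of the fitted maximal effect; plate controls were vehicle for no effect and positive control for full effect; nearly all actives have a fitted effect of over 50% in size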
GLP-1R inv ag: acts as inverse agonist at human GLP-1 receptor. Potency, µM (doses to about 38.3 µM), for inactives: at the top dose activity change, negative = inhibition, usual class: inhibitors. AID 624417. P43220. HEK293 GLP-1R CRE-luciferase, luminescence, 24 h; GLP-1R form is constitutively active. 410,000 tested, 1.6% active; further: potency means the concentration at half of the fitted maximal effect; on the % scale 0 is the no-effect control and ±100 the full control effect; nearly all actives have a fitted effect of over 55% in size
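Inverse agonists were sought by their lowering of basal cAMP reporter luciferase output in HEK293 cells stably carrying constitutively active human GLP-1R, after 24 h compound treatment.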
PTHR1 ag: PTHR1 (human) receptor agonism | 410,000 tested, 0.075% active | HEK293 GP2 PTHR1 cells, GloSensor cAMP luminescence, 1 h | Potency, µM (top dose mostly 115 µM), for the others: top-dose activation, actives largely listed as activators; further: potency means the concentration at half of the fitted maximal effect; nearly all actives have a fitted effect of over 55% in size; some results filed as inactive show a strong effect at the top dose; inactives centre near -15; many of its hits are not listed in these tables
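HEK-293-derived GP2 cells expressing PTHR1 and a GloSensor cAMP reporter, 3,000/well, plated overnight, given luciferin plus IBMX (each 0.5 mM as added) for 1 h at 37 °C, then compound for 1 h at 37 °C. Luminescence was read after 15 min at room temperature.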
HEK293 tox: cytotoxicity in counter-screen for GLP-1R inverse agonists. 410,000 tested, 0.13% active. HEK293 cAMP-luciferase reporter cells, luminescence, 24 h. Potency, µM (doses to about 38.3 µM), without a hit: top-dose activity change, negative = inhibition, actives largely listed as inhibitors;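 further: loss of luciferase light is scored as toxicity; potency means the concentration at half of the fitted maximal effect; on the % scale 0 is the no-effect control and ±100 the full control effect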
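A 23 nL compound transfer followed 12 hours of cell culture at 37 deg C; exposure then lasted 24 hr. Luciferase assay detection reagent was dispensed and plates read for luminescence after a 12 min room-temperature wait.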
PI5P4K alpha inh: PI5P4K alpha (human) kinase inhibition | PI5P4Kalpha enzyme, ADP-Glo luminescence, 60 min; active compounds read low | 330,000 tested, 1.2% active | P48426 | max response, %; active means max response of -50% or lower; inconclusive means between -30% and -50%; inactive means -30% or higher; further: value at the top dose of about 77 µM; on the % scale 0 is the no-effect control and ±100 the full control effect
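Compounds were pin-transferred onto PI5P4Kalpha and substrate in HEPES pH 7.4 buffer with EGTA, CHAPS and 5% DMSO. ATP (5 microM final) started the reaction, which ran 60 minutes at room temperature before ADP-Glo detection.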
EPAC1 ag: activates human EPAC1 exchange factor; 360,000 tested, 0.073% active; Potency, µM (highest dose often 154 µM), inactives show top-dose activation, most hits filed as activators; O95398; EPAC1 agonist qHTS, biochemical assay; response scale: 100% = response to 6.5 mM cAMP; further: potency means the concentration at half of the fitted maximal effect; nearly all actives have a fitted effect of over 60% in size
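Multi-concentration qHTS readout: loss of Rap1B-bound BODIPY-GDP fluorescence driven by 100 nM EPAC1 with excess GDP (50 uM), monitored kinetically at room temperature; agonist response expressed relative to 6.5 mM cAMP.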
The depositor's hits bear a star; i = inactive; ? = inconclusive; nt = no result given; & = joins results of further samples; [ ] = another dose, or the depositor's remark. Unless noted, the call rests on the fitted dose curve; in most records, active means well fitted curve in the direction sought with a large enough effect; inconclusive means small, poorly fitted or top-dose-only effect, or another doubt; inactive means no such curve, though single readings can be large; an effect the other way counts as inactive or inconclusive. An excerpt. The share of hits here may be higher or lower than overall.

Results follow in this order: IL2 activator	GLP-1R agonist	PLK1 PBD inh	EPAC1 antag	GLP-1R inv ag	PTHR1 ag	HEK293 tox	PI5P4K alpha inh	EPAC1 ag
COc1ccc(N2CCN(c3ccc(S(=O)(=O)N(C(C)C)C(C)C)cn3)CC2)cc1
    -0.4	8%	-15%	-11%	-15%	-17%	-5%	-9	1%
NC(=O)c1ccsc1NC(=O)COC(=O)c1ccncc1
    -1.3	1%	-2%	11%	21%	i	6%	-22	-3%
OCc1nc2nc(Cl)c(Cl)nc2[nH]1
    -4.2	13%	-9%	-4%	11%	-2%	-3%	-1	-6%
CC(=O)Nc1cccc(C(=O)OCC(=O)NC2CCCCCCC2)c1
    -0.3	-1%	-4%	15%	12%	-78%[inhibitor]	4%	0	-4%
Cc1ccc(OCCC(=O)Nc2ccc(C)c(F)c2)cc1
    0.9	-5%	1%	-8%	?	-40%[inhibitor]	0%	4	-19%
COc1ccc2c(c1OC)C(=O)OC2CC(=O)c1ccc(N(C)C)cc1 (stereo not drawn)
    8.1	-6%	-2%	12%	13%	i	-14%	-4	0%
O=C(Nc1nnc(S(=O)(=O)N2CCOCC2)s1)c1ccccc1F
    1.1	-2%	3%	12%	10%&4%	-19%	11%&-1%	-3	-19%
COc1cccc(CN(C)C(=O)c2ccc(S(=O)(=O)Nc3ccccc3C)cc2)c1OC
    -2.8	-5%	1%	-8%	-18%	0%	-27%	-6	3%
Cc1cccc(CN2CCCC(C(=O)c3ccc4c5c(cccc35)CC4)C2)n1 (stereo not drawn)
    -3.0	-3%	-3%	-15%	?	i	?	0	3%
O=C(c1ccncc1)N1CCN(C(=O)c2cccs2)CC1
    -0.4	-6%	0%	5%	0%	i	-4%	-5	0%
COc1ccc(NC(=O)CN(C)S(=O)(=O)c2ccc(Cl)cc2)cc1Cl
    -0.3	1%	-14%	-1%	2%	i	10%	0	4%
O=C(N/N=C/c1ccccn1)C(O)c1ccccc1 (stereo not drawn)
    1.3	-2%	-6%	-21%	6%	i	12%	-1	-6%
COC(=O)C1=CN(c2ccc(OC)cc2OC)C(N)=C(C#N)C1c1ccc(OC)cc1 (stereo not drawn)
    1.2	nt	-3%	-22%	-23%	-2%	3%	-8	-7%
O=c1oc2ccccc2c2c1SC(C(F)(F)F)C2 (stereo not drawn)
    1.0	10%	-4%	-1%	-27%	0%[57.5 µM]	-15%	8	-6%
COc1c(Cl)ccc(Cl)c1C(=O)NC(=O)N1CCOCC1
    -2.2	-8%	17%	-1%	9%	i	6%	0	6%
CC1CCC2(CC1)NC(=O)N(NC(=O)CCc1c[nH]c3ccccc13)C2=O (stereo not drawn)
    0.1	-6%	-22%	-6%	?	-7%	12%	5	12%
Cc1ccc(F)cc1NC(=O)CCc1c(C)nn(-c2ccc(N3CCCCC3)nn2)c1C
    0.5	6%	-2%	-4%	?	-20%	-6%&2%	-1	13%
COc1ccc(CN(C(=O)c2snc(C(N)=O)c2N)C(C(=O)NC2CCCC2)c2ccc(OC)c(OC)c2)cc1 (stereo not drawn)
    -0.9	7%	-5%	?	24%	i	0%	0	-19%
O=C(O)c1ccc(CNC(=O)C2CCN(S(=O)(=O)c3cccs3)CC2)cc1
    -2.1	0%	1%	8%	17%	i	1%	1	-5%
O=C1CCCc2c1sc1nc3n(c(=O)c21)CCCCC3
    0.7	5%	-18%	-6%	46%[activator]	-18%	-9%	2	5%
CN(c1ccccc1)S(=O)(=O)c1cccc(NC(=O)Cc2ccc(Cl)cc2)c1
    -5.1	-8%	-4%	-17%	?	-33%[inhibitor]	?	3	30%
O=C(CC(c1ccccc1)c1ccccc1)Nc1ccncc1
    -1.1	11%	-8%	-9%	?	-10%	-9%	-13	-2%
c1ccc(Oc2ccc(-c3ccn[nH]3)cc2)cc1
    -0.2	11%	0%	-2%	?	-13%	-10%	15	3%
COc1ccc(Oc2cccc(Cl)c2CNC(=O)c2ccccc2C(=O)O)cc1
    0.0	-8%	-6%	-13%	-34%	-8%	-7%	0	9%
CSc1ccccc1NC(=O)c1ccccn1
    -4.5	11%	-13%	2%	?	-19%	?	3	-10%
Cn1cnc([N+](=O)[O-])c1S(=O)(=O)c1ccc(Cl)cc1
    -4.0	-2%	?	19%	?	-39%[inhibitor]	?	-1	5%
CCOC(=O)c1cc(-c2ccccc2)nc2nc(N(CC)CC)sc12
    -0.8	?	5%	-2%	?	-32%[inhibitor]	315%[activator]	11	13%
N#CC(c1ccc(O)cc1)N1CCOCC1 (stereo not drawn)
    0.6	-8%	-4%	16%	0%	i	2%	nt	3%
O=C(O)CCC(=O)NCc1c(Cl)cccc1Sc1ccc(Cl)cc1
    -0.5	-3%	?	6%	9%	i	20%	3	10%
CCC(C)NC(=O)C1CCN(C(=O)c2ccccc2)CC1 (stereo not drawn)
    -3.7	0%	2%	4%	2%	-1%[57.5 µM]	-6%	nt	4%
C/C(=N\NC(=S)Nc1cccc(C)c1)c1ccco1
    -0.6	25%	?	-23%	?	-23%	?	3	7%
O=C(C1=NN[C@@H]2C(=O)N(c3cccc(C(F)(F)F)c3)C(=O)[C@H]12)C(c1ccccc1)c1ccccc1
    -3.4	-12%	2%	-24%	?	-16%	?	-1	-16%
FC(F)(F)c1cnc(Nc2ccc(N3CCOCC3)cc2)c(Cl)c1
    2.2	3%	-2%	0%	?	-7%[57.5 µM]	-4%	3	1%
O=C(c1ccco1)N(Cc1nc2ccccc2c(=O)[nH]1)C1CCCC1
    0.5	9%	-9%	4%	-29%	-8%[57.5 µM]	?	0	5%
COc1ccc(Cc2nc3ccc(C(=O)N(C)C(C)c4nccs4)cc3o2)cc1 (stereo not drawn)
    -0.8	0%	-1%	-18%	10%	i	-1%	2	-5%
O=C(COC(=O)c1ccc(S(=O)(=O)N2CCCC2)cc1)Nc1ccccc1
    -4.0	-2%	4%	-7%	-7%	-29%	-23%	3	5%
O=C(Nc1ccccc1)c1ccccc1Oc1ccc(C(F)(F)F)cc1[N+](=O)[O-]
    0.4	-8%	-22%	-21%	?	i	16%	7	16%
CCOc1ccc(/C=C(\C#N)C(=O)c2c(C)[nH]c3ccccc23)cc1OC
    -3.1	18%	-8%	?	56%	-11%	25%	-3	-1%
Cc1cnc(C(=O)Nc2ccc(-n3cnnn3)cc2)cn1
    -0.4	-1%	-4%	-7%	13%	i	4%	0	3%
O=C(O)C(Cc1cc2ccccc2[nH]1)N1C(=O)C2CC=C(Cl)CC2C1=O (stereo not drawn)
    0.2	-21%	-2%	-6%	9%	-19%	-12%	-3	2%

Record cards, as listed above. Order of values: IL2 activator, GLP-1R agonist, PLK1 PBD inh, EPAC1 antag, GLP-1R inv ag, PTHR1 ag, HEK293 tox, PI5P4K alpha inh, EPAC1 ag
O=C(COC(=O)c1ccc(S(=O)(=O)N2CCCC2)cc1)Nc1ccccc1 across the screens: -4.0, -2%, 4%, -7%, -7%, -29%, -23%, 3, 5%
O=C(C1=NN[C@@H]2C(=O)N(c3cccc(C(F)(F)F)c3)C(=O)[C@H]12)C(c1ccccc1)c1ccccc1 across the screens: -3.4, -12%, 2%, -24%, ?, -16%, ?, -1, -16%

The results go on.
Results follow in this order: IL2 activator	GLP-1R agonist	PLK1 PBD inh	EPAC1 antag	GLP-1R inv ag	PTHR1 ag	HEK293 tox	PI5P4K alpha inh	EPAC1 ag
Nc1c(C(=O)Nc2ccc(F)cc2)sc2nc(-c3ccco3)ccc12
    -1.8	-13%	-17%	18%	-24%	-19%	323%[activator]	-26	-7%
CCOc1ccc(Nc2nc(CC(=O)OC)cc(=O)[nH]2)cc1
    -1.0	-10%	-9%	-9%	11%	-3%[57.5 µM]	18%	3	6%
Cc1cccc(OCCNC(=O)CCc2ccccc2)c1
    0.1	-6%	2%	32%	-9%	-10%	1%	-2	-2%
CCCN1CCC(=NNc2ccc(S(=O)(=O)N(CC)CC)cc2[N+](=O)[O-])CC1
    -0.4	12%	-12%	-18%	?	i	?	1	5%
CCN(CC)C(=O)COC(=O)c1ccc(O)cc1
    -4.0	1%	-12%	-4%	17%	11%	14%	0	4%
Clc1cccc(CNc2ccn3nc(-c4ccc(OCc5ccccc5)cc4)cc3n2)c1
    -0.3	4%	1%	-2%	?	-69%[inhibitor]	-4%	31	-16%
O=C(O)C1CC1C(=O)Nc1cc(F)ccc1F (stereo not drawn)
    -1.1	1%	4%	5%	5%	-24%	-13%	0	5%
CCOc1ccc(NC(=O)CCC(=O)NNC(=O)COc2ccccc2C)cc1
    0.9	2%	-18%	-1%	-3%	i	8%	13	-7%
COc1cccc(CN2CC(C(=O)NC3CCC(O)CC3)CCC2=O)c1 (stereo not drawn)
    -2.2	-4%	2%	-19%	8%	-24%	2%	1	1%
CCN1CCN(C(=O)CS(=O)Cc2nc(-c3cccc(C)c3)oc2C)CC1 (stereo not drawn)
    -4.0	21%	-6%	-22%	-6%	i	-2%	-1	14%
CCC(c1ccccc1)c1noc(CCN(CC)CC)n1 (stereo not drawn)
    -1.0	3%	-2%	-2%	4%	-19%	2%	8	-4%
O=C(Nc1ccccc1)Nc1cc(S(=O)(=O)N2CCOCC2)ccc1N1CCCC1
    1.2	-7%	21µM*	-14%	-1%	i	-9%	-17	5%
Cc1ccc(NC(=O)c2ncn(CCCNCC3CCCCC3)n2)cc1C
    -0.4	4%	-5%	6%	?	-19%	0%	-2	-1%
COC(=O)CCC(C(=O)CN1C(=O)c2ccccc2C1=O)N1C(=O)c2ccccc2C1=O (stereo not drawn)
    -0.3	-2%	-3%	10%	27%	i	-7%	-9	-1%
Cc1ccc(S(=O)(=O)N2[C@@H](CO)CO[C@H]2CC(=O)c2ccccc2)cc1
    0.9	nt	-1%	-11%	-7%	-22%	-5%	0	8%
Cc1cc(C)nc(/N=C(\N)Nc2cc([N+](=O)[O-])ccc2C)n1
    -2.7	-9%	5%	7%	-30%	i	-25%	0	3%
